TAAR1 antag = antagonists of human TAAR1 | Q96RJ0 | CHO RD-HGA16 TAAR1, Fluo-8 calcium fluorescence, antagonist | inhibition, % at 3 µM | 360,000 tested, 1.5% active | AID 624466;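 active means inhibition above a per-plate cutoff, the mean inhibition of test compounds on that plate plus 3 SD, cut at about 49% in these data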;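 further: 0% = DMSO plus EC80 beta-PEA response and 100% = DMSO alone without agonist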
Target sequence (Q96RJ0 whole entry, looked up): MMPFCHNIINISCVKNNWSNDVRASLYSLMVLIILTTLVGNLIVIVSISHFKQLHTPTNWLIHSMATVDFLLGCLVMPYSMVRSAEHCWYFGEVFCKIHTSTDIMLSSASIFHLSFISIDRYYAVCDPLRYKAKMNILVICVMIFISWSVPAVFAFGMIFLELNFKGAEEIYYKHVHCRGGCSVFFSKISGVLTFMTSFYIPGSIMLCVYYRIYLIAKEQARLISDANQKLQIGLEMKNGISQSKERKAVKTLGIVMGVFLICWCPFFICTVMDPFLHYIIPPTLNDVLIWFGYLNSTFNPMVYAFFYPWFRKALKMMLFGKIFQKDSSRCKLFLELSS
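test system = CHO RD-HGA16 cells bearing hTAAR1 | replication = singlicate | controls = DMSO-only wells and EC80 β-PEA-stimulated wells | reagent = EC80 β-phenethylamine stimulus | read-out basis = percent inhibition of PEA-evoked calcium signal, max/basal emission ratio | schedule = seeding 17-24 h prior, 75-min 37 °C, 30-min RT dye loading | signal = kinetic Fluo-8 calcium fluorescence measurement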
CHRM1 PAM = positive allosteric modulators of human M1 muscarinic receptor; CHO-K1 hM1, Fluo-8 calcium fluorescence, ACh EC20; 0% = ACh EC20, 100% = maximal ACh; 360,000 tested, 0.088% active; P11229; activation, % at 3 µM; in the data active means activation above about 19%, passing the limit was not always enough
Target sequence (P11229 whole entry, looked up): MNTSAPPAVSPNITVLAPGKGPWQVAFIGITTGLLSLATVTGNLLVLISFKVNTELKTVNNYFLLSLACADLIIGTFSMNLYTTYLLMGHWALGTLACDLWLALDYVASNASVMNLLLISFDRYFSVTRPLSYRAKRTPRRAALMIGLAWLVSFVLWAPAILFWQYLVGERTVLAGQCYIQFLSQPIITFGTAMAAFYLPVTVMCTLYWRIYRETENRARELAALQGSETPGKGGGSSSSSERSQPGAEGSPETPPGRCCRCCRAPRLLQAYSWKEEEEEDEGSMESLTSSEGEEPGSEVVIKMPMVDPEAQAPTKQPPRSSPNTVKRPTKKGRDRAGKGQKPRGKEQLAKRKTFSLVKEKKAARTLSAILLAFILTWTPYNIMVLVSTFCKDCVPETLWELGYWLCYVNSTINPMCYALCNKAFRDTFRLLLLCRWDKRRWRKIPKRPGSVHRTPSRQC
CHO parental Ca = counter-screen for OX1R antagonists: effect in parental CHO cells. AID 463079. parental CHO-K1, ATP-induced calcium, Fluo-8 fluorescence. 330,000 tested, 0.63% active. inhibition, % at 5.6 µM;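 active means inhibition above that plate's mean sample inhibition plus 3 SD, cut at about 26% in these data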;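 further: 0% = ATP-challenged DMSO wells and 100% = DMSO wells without ATP; some compounds past the cut are filed as inactive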
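Assay system – parental CHO cells · Reagent – ATP stimulus · Detection – intracellular calcium via Fluo-8 no-wash fluorescent dye · Evaluation – percent inhibition of ATP-evoked calcium rise, normalized to controls · Controls – ATP wells versus no-ATP DMSO wells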
TAAR1 agonist = human TAAR1 agonism | Q96RJ0 | CHO RD-HGA16 TAAR1, Fluo-8 calcium fluorescence; vehicle wells 0%, saturating PEA agonist 100% | activation, % at 3 µM | 360,000 tested, 0.99% active | AID 624467;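 active means activation above the mean activation of all test compounds in the run plus 3 SD, cut at about 38% in these data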
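Repeats: no replicates (n 1) | Material: CHO-derived RD-HGA16 cells with stable Gα16 and human TAAR1 | Technique: Kinetic Fluo-8 calcium fluorescence | Schedule: 17-24 h seeding, 75 min 37 °C dye, 30 min RT | Evaluation: % activation from peak over basal fluorescence ratio, DMSO-to-PEA scaled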
CHO-K1 Ca antag = counter-screen for M1 antagonists: effect in parental CHO-K1 cells | ATP-induced calcium, Fluo-8 fluorescence | 360,000 tested, 0.6% active | AID 602250 | inhibition, % at 3 µM;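 active means inhibition above a per-plate cutoff, the plate's mean sample inhibition plus 3 SD, cut at about 24% in these data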;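 further: 0% = DMSO plus EC80 ATP and 100% = DMSO alone without ATP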
M1 antag = human CHRM1 antagonism | P11229 | CHO-K1 hM1, Fluo-8 calcium fluorescence, ACh EC80 antagonist | inhibition, % at 3 µM | 360,000 tested, 1.3% active | AID 588852;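 active means percent inhibition above its own plate's cutoff, namely the mean of that plate's compound wells plus 3 SD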;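 further: peak over basal fluorescence ratio during 140 s after agonist addition; 0% = ACh EC80 plus DMSO and 100% = DMSO alone without agonist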
CHRM1 agonist = agonists of human M1 muscarinic receptor. 360,000 tested, 0.33% active. CHO-K1 hM1, Fluo-8 calcium fluorescence, agonist mode; 0% DMSO, 100% acetylcholine EC100. AID 588814. activation, % at 3 µM. P11229;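 active means activation above the run's mean compound activation plus 3 SD, cut at about 16% in these data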;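 further: peak over basal fluorescence ratio within a 140 s kinetic read after compound addition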
CHO-K1 Ca PAM = nonselective activator or artifact in parental CHO-K1 calcium assay; ATP EC20, Fluo-8 calcium fluorescence; 0% at ATP EC20, 100% at ATP max; 360,000 tested, 0.02% active; activation, % at 3 µM; AID 602247;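 active means activation above the run cutoff, the mean activation of all test compounds plus 3 SD, cut at about 40% in these data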;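 further: peak over basal fluorescence ratio in a 140 s read after ATP addition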
CHO-K1 Ca ag = M1 agonist counterscreen hit in parental CHO-K1 cells. Fluo-8 calcium fluorescence; scaled to maximal ATP response, vehicle zero. activation, % at 3 µM. 360,000 tested, 0.48% active. AID 602248; in the data active means activation above about 15%;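 further: untransfected CHO-K1 host cells lacking M1 receptor as counterscreen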
Numbers without * were called inactive; x = no result given.

structure,TAAR1 antag,CHRM1 PAM,CHO parental Ca,TAAR1 agonist,CHO-K1 Ca antag,M1 antag,CHRM1 agonist,CHO-K1 Ca PAM,CHO-K1 Ca ag
Cc1ccc(CNC(=O)C2C3C=CC(C3)C2C(=O)O)cc1 (stereo not drawn),-2,7,-23,8,-4,-3,-5,19,0.3
COc1cccc(C(NC(C)=O)c2nc(-c3csc4ccccc34)cs2)c1 (stereo not drawn),-5,-6,x,5,2,7,-1,-11,0.6
COc1ccc(-c2nnc(Nc3ccc(CC(N)=O)cc3)c3ccccc23)cc1,1,4,-23,-2,-4,-10,-7,16,0.5
CC1(C)CC(=O)C2=C(C1)OC1=C(C2)C(=O)CC(C)(C)C1,-7,-4,0,2,-5,-4,-10,14,0.5
Nc1nc(C2CCCCC2)cs1,4,7,-1,21,-9,-4,-6,21,0.6
CC(=O)Oc1oc(-c2ccccc2)nc1/C=N/c1ccccn1,8,-4,-2,1,-7,3,-4,4,-0.2
COCCn1nnnc1C(CC(C)C)N1CCN(c2ccccc2)CC1 (stereo not drawn),-9,-3,-20,2,8,8,-1,-6,-0.1
CCOC(=O)C(Cc1ccccc1)C(=O)Nc1ccccc1C (stereo not drawn),4,3,-18,-1,-5,-6,-2,5,0.1

Next results follow.
structure,TAAR1 antag,CHRM1 PAM,CHO parental Ca,TAAR1 agonist,CHO-K1 Ca antag,M1 antag,CHRM1 agonist,CHO-K1 Ca PAM,CHO-K1 Ca ag
CCCOc1ccc(-c2c(C(=O)N/N=C(\C)c3cccs3)nnn2-c2nonc2N)cc1,-20,9,-13,53*,0,-11,0,0,-0.8
N/C(=N\OC(=O)COc1ccc(Br)cc1)c1ccncc1,-10,6,-1,4,-4,-13,-6,15,-0.2
COc1ccc(-n2c(C(C)(C)C)csc2=Nc2c(C)n(C)n(-c3ccccc3)c2=O)cc1,-1,4,-11,5,6,7,-6,5,-0.3
CC(C)Oc1cccc(OCCN2C(=O)c3ccccc3C2=O)c1,-22,7,-10,1,-15,-3,-6,15,1.6
O=C(Nc1ccc(-c2csnn2)cc1)C(Cl)(Cl)Cl,-13,-9,-13,1,-1,20,-4,14,5.3
CCCNC(=S)N1CCC(NC(=O)c2ccc(OC)cc2)CC1,-23,20,-11,1,0,-25,1,-1,-0.4
Cc1ccc(NC(=S)Nc2ccc3nc(-c4ccccn4)c(-c4ccccn4)nc3c2)cc1C,x,7,-18,x,0,-6,-4,11,1.5
CCc1n[nH]c(=O)c2cc3cc(OC)ccc3n12,-8,-5,-3,-1,-2,9,1,-4,0.4

Carrying on:
structure,TAAR1 antag,CHRM1 PAM,CHO parental Ca,TAAR1 agonist,CHO-K1 Ca antag,M1 antag,CHRM1 agonist,CHO-K1 Ca PAM,CHO-K1 Ca ag
Cc1nc2sc(C(c3ccco3)N3CCc4ccccc4C3)c(O)n2n1 (stereo not drawn),54*,8,-20,76*,-14,-12,-4,0,0.1
CCCOC(=O)C(C)n1cnc2scc(-c3ccc(C)cc3)c2c1=O (stereo not drawn),-7,2,-28,-1,5,-4,-4,8,3.5
COc1ccc(C(c2c(C)n(C)n(-c3ccccc3)c2=O)c2c(C)n(C)n(-c3ccccc3)c2=O)c(OC)c1OC,0,3,-13,1,-6,-7,-4,20,0.5
COCCCNC(=O)c1c(N)n(/N=C/c2cccs2)c2nc3ccccc3nc12,15,8,-16,4,-2,-4,1,15,0.2
CCOC(=O)c1nc(N)c(C(=O)OCC)[nH]1,-4,5,5,15,0,-9,-4,5,-0.1
Cc1ccccc1NC(=O)CSCCO,6,4,2,2,5,2,-4,3,2.9
CCOC(=O)c1ccc(-n2c(=S)sc3c(=O)[nH]c(C)nc32)cc1,x,3,-3,x,11,9,-6,7,1.1
Cc1ccc(S(=O)(=O)NCC(=O)OCC(=O)NC(=O)c2cccn2C)cc1,2,10,5,0,-12,-9,-4,21,3.1

Next section.
structure,TAAR1 antag,CHRM1 PAM,CHO parental Ca,TAAR1 agonist,CHO-K1 Ca antag,M1 antag,CHRM1 agonist,CHO-K1 Ca PAM,CHO-K1 Ca ag
O=C(O)C1CSCN1S(=O)(=O)c1cccc2nsnc12 (stereo not drawn),20,1,1,4,-32,2,0,-3,-0.4
O=C(CSc1ccccc1F)NCC(c1cccs1)N1CCOCC1 (stereo not drawn),9,6,-17,2,-9,-10,-3,6,0.7
N#Cc1cc2c(nc1SCC(O)CS(=O)(=O)Cc1ccc(Cl)cc1)CCCC2 (stereo not drawn),24,-4,-15,12,-21,-5,-4,11,5.6
Cn1c(SCC(=O)O)nnc1-c1ccc(NC(=O)c2ccc(Cl)c(Cl)c2)cc1,-3,2,-7,3,-7,-1,-3,-2,0.0
Cc1ccc(S(=O)(=O)N(C)Cc2ccccc2)cc1C(=O)N1CCCCC1,3,1,-10,2,-6,0,0,4,3.5
CC(C)c1ccc(NS(=O)(=O)c2ccc3[nH]cc(C(=O)N4CCC(C(N)=O)CC4)c(=O)c3c2)cc1,8,2,0,7,0,-1,-2,9,0.3
COc1cc(-c2nc(C)c(C(C)=O)n2O)ccc1OCC(=O)Nc1ccc(F)cc1,7,-6,-13,2,6,24,-3,-5,9.6
CCn1cc(C(=O)N2CCN(c3ccc(F)cc3)CC2)c2cc(OC)c(OC)cc2c1=O,3,2,-15,-2,-13,-4,-4,15,0.5

(listing goes on)
structure,TAAR1 antag,CHRM1 PAM,CHO parental Ca,TAAR1 agonist,CHO-K1 Ca antag,M1 antag,CHRM1 agonist,CHO-K1 Ca PAM,CHO-K1 Ca ag
CC(C)(C)NC(=O)/C=C/c1cccs1,4,5,5,8,-11,-7,-6,15,0.4
Cc1ccc(CN2C(=O)CSC(C)C2=O)cc1 (stereo not drawn),-5,13,-9,0,-13,-18,-6,24,0.3
O=C(c1cc2sccc2n1Cc1ccccc1)N1CCN(c2nc3ccccc3s2)CC1,-7,-6,35*,0,20,9,0,10,1.9
O=C(CCN1C(=O)c2ccccc2C1=O)CN1CCOCC1,-41,-4,-7,1,-9,2,-4,1,0.4
c1ccc(-c2ccc3nncn3c2)cc1,-22,11,x,1,0,-18,-1,2,-0.1
Cc1ccc(CN2CCSc3sccc3C2=O)cc1,4,4,-9,3,4,-3,-4,-2,-0.4
CC(NC(=O)c1ccc(Br)cc1)C(=O)NC1=NCCS1 (stereo not drawn),10,7,-1,1,0,-2,-7,24,1.0
COc1ccc(Cl)cc1NS(=O)(=O)c1ccc(S(=O)(=O)N2CCCC2)cc1,6,-4,-5,21,5,5,0,-10,3.6

Going on with the list.
structure,TAAR1 antag,CHRM1 PAM,CHO parental Ca,TAAR1 agonist,CHO-K1 Ca antag,M1 antag,CHRM1 agonist,CHO-K1 Ca PAM,CHO-K1 Ca ag
CCN1CCN(C(c2ccc(F)cc2)c2nnnn2Cc2ccc3c(c2)OCO3)CC1 (stereo not drawn),15,12,-5,4,-9,-11,-5,11,0.1
Cc1cccc(C)c1NC(=O)C(NC=O)c1ccccc1Cl (stereo not drawn),-3,8,-9,15,6,-7,-1,5,0.0
CCOC(=O)c1[nH]c2ccccc2c1NC(=O)C(CC)CC,-4,5,-12,0,-9,-9,-5,24,0.1
O=C(Cc1nnc(NC(=O)Nc2ccccc2)s1)Nc1ccccc1,43,13,2,52*,1,-14,-3,8,0.9
CC(=O)c1ccc(N2CCN(S(=O)(=O)c3ccc4c(c3)CC(=O)N4)CC2)cc1,-22,2,11,2,-5,-9,-1,16,-0.3
Cc1noc(C)c1NC(=O)N(C)C[C@@H]1OCc2cnnn2CCCC(=O)N([C@@H](C)CO)C[C@H]1C,3,6,x,1,-6,-12,-2,17,0.8
O=C(NCc1ccc(F)cc1)C(c1ccccc1)c1ccccc1,-1,2,-1,8,-2,-4,-9,-9,-0.3
CCOc1ccccc1N1CCN(C(=O)c2cccc(-c3ccc(O)cc3)c2)CC1,51*,9,-12,14,23,-22,6,5,3.4

Three compounds already listed, arranged by length of the SMILES, largest number first:
structure,TAAR1 antag,CHRM1 PAM,CHO parental Ca,TAAR1 agonist,CHO-K1 Ca antag,M1 antag,CHRM1 agonist,CHO-K1 Ca PAM,CHO-K1 Ca ag
Cc1noc(C)c1NC(=O)N(C)C[C@@H]1OCc2cnnn2CCCC(=O)N([C@@H](C)CO)C[C@H]1C,3,6,x,1,-6,-12,-2,17,0.8
O=C(Cc1nnc(NC(=O)Nc2ccccc2)s1)Nc1ccccc1,43,13,2,52*,1,-14,-3,8,0.9
CCOC(=O)c1[nH]c2ccccc2c1NC(=O)C(CC)CC,-4,5,-12,0,-9,-9,-5,24,0.1

New compounds follow:
structure,TAAR1 antag,CHRM1 PAM,CHO parental Ca,TAAR1 agonist,CHO-K1 Ca antag,M1 antag,CHRM1 agonist,CHO-K1 Ca PAM,CHO-K1 Ca ag
O=C1NC[C@H](Cc2ccccc2)N(C[C@@H]2CCCN2C[C@H](Cc2ccc(O)cc2)N2C[C@H](Cc3ccccc3)N(CCc3ccccc3)C(=O)C2=O)C1=O,-4,x,x,7,11,x,x,-10,-0.3
O=C1CC(O)(C(F)F)Oc2ccc3ccccc3c21 (stereo not drawn),12,-1,-24,2,0,5,-4,10,0.1
COc1ccc(N(CC(=O)Nc2cccc([N+](=O)[O-])c2C)S(C)(=O)=O)cc1OC,-15,-1,-8,3,-5,3,-3,15,0.6
CCOc1ccc(CCNC(=O)COC(=O)c2nc3nc(C)cc(C)n3n2)cc1OCC,9,1,-4,5,-10,3,-7,8,-0.1
Cc1cc(C)c(C2=CSC3=NS(=O)(=O)CCN23)c(C)c1,15,11,-7,1,-10,-8,-2,11,0.9
O=C(CSc1nnc(-c2ccccn2)o1)Nc1ccc(F)cc1,-12,5,-12,10,-2,-8,-2,-4,1.2
CCNS(=O)(=O)c1ccc(CCC(=O)NC2CCCC2)cc1,5,4,-5,0,-6,-9,-7,3,0.2
CC(C)CC(c1nnnn1CC1CCCO1)N1CCN(c2cccc(Cl)c2)CC1 (stereo not drawn),7,10,-5,14,3,-10,-5,17,0.4
CCCOC(=O)Nc1ccccc1C(N)=O,-18,13,11,1,6,-15,0,0,-0.1
CC1CCCC/C1=N\NC(=S)NCCc1ccccc1 (stereo not drawn),-17,-1,-4,57*,-11,2,-5,10,-0.5
